NCI-60 one-dose screen, 48 h, at 10 µM unless noted. Numbers give growth in % (100 = growth as untreated, 0 = no growth, -100 = all killed).
RPMI-8226 – RPMI-8226 leukemia cells; 77,000 tested, 7.5% active
A549/ATCC – A549/ATCC NSCLC | 81,000 tested, 3.7% active | AID 1794740
CCRF-CEM – CCRF-CEM leukemia. 77,000 tested, 7% active. AID 1794778
HOP-92 – HOP-92 NSCLC cells; 71,000 tested, 6.3% active; AID 1794738
HOP-62 – HOP-62 NSCLC; 80,000 tested, 3.9% active
MOLT-4 – MOLT-4 leukemia cells; 80,000 tested, 6.9% active; AID 1794779
EKVX – EKVX NSCLC; 71,000 tested, 3% active; AID 1794765
M14 – M14 melanoma; 80,000 tested, 6.2% active; AID 1794745
Active calls of the source: *; nt = no result given; & = joins results of further samples. Rule for the calls: active = growth percent below 10; inactive = the rest.

SMILES	RPMI-8226	A549/ATCC	CCRF-CEM	HOP-92	HOP-62	MOLT-4	EKVX	M14
CC1(C)COC(Cc2ccccc2)=N1	104	93	104	102	101	85	107	123
CCOC(=O)C1=C(C)N=C2Sc3cc(Cl)ccc3N2C1c1cn[nH]c1-c1ccc(F)cc1 (configuration not stated)	86	73	76	78	70	65	90	96
C[n+]1c2ccccc2cc2ccccc21	89	83	56	102	96	81	94	98
O=C(O)c1cn(C2CC2)c2cc(N3CCN(Cn4nc(-c5ccccc5)oc4=S)CC3)c(F)cc2c1=O	103	100	107	95	96	105	103	95
[N-]=[N+]=NCCCC[C@H]1N=C(c2ccc(Br)cc2)Nc2nc3ccccn3c2C1=O	nt	75	98	103	77	87	80	106
CCOc1ccc(N2C(=O)N(c3ccc(C)cc3)C(=N)C2=S)cc1	98	96	91	94	97	88	109	97
Cc1sc2nc(N3CC(C)OC(C)C3)[nH]c(=O)c2c1C (configuration not stated)	105	96	112	121	96	105	94	93
CC12CCC(C(NC(N)=S)C1=O)C2(C)C (configuration not stated)	109	105	nt	nt	114	99	nt	101
O=C(OCC1OC(n2cnc3c(=S)nc[nH]c32)C(OC(=O)c2ccccc2)C1OC(=O)c1ccccc1)c1ccccc1 (configuration not stated)	96	88	98	60	90	88	103	72
OCC1OC(n2cnc3c(NO)ncnc32)C(O)C1O (configuration not stated)	98	100	88	nt	98	88	nt	106
FC(F)(F)c1ccc(/C=N/NC(=S)Nc2ccccc2)cc1	106	103	113	110	113	104	90	101
CN1C(=O)C(=Cc2cn(Cc3cn(Cc4ccc(Cl)cc4Cl)nn3)c3ccccc23)C(=O)N(C)C1=O	88	103	80	104	97	92	108	93
Cc1ccc2c(n1)C(=O)C(Cl)=C(Nc1cc(C(F)(F)F)cc(C(F)(F)F)c1)C2=O	6.7*	101	4.8*	92	118	9.3*	78	90
COc1ccc2c(c1)c(=O)oc1c(C)c(OCC(C)=O)ccc12	93	85	100	nt	118	93	4.1*	112
Clc1ccc(-n2cnc3c(Cl)ncnc32)cc1Cl	nt	96	nt	nt	84	83	89	48
COc1cc(CNCCN2C(=O)c3ccc4c5c(ccc(c35)C2=O)C(=O)N(CCNCc2cc(OC)c(OC)c(OC)c2)C4=O)cc(OC)c1OC	-25*	-76*	-21*	nt	-78*	-4.8*	-42*	-97*
COc1cc(C2CC(=O)c3cc(OC)c(OC)c(OC)c32)cc2c1OCO2 (configuration not stated)	97	98	100	71	80	107	91	97
CC(C)(C)C(=O)OCOP(=O)(OCOC(=O)C(C)(C)C)C1CCCN(OCc2ccccc2)C1=O (configuration not stated)	105	103	99	90	102	83	99	23
O=C(O)CCCn1c(O)c(/C=C2/C=c3cc4c(cc3=NC2=O)OCCO4)sc1=S	100	106	92	nt	111	106	102	102
CC1(O)c2ccccc2-c2ccccc2C1(C)O (configuration not stated)	99	103	105	nt	106	83	108	93
N=C1N=C(SCc2nc3ccccc3[nH]2)NC(=O)/C1=C/c1ccc(Br)cc1	96	117	106	nt	127	109	104	116
O=C(Nc1cccc(-c2nc3ccccc3c(=O)[nH]2)c1)c1cccnc1	83	93	90	84	81	72	82	86
CC(=O)OC/C=C(C)/C=C/C=C(C)/C=C/C1=C(C)CCCC1(C)C	103	nt	104	104	98	nt	92	98
Cc1ccc(=O)n(-c2ccc(-c3nc4ccccc4[nH]3)cc2)c1	79	87	89	60	86	106	94	91
COC1=CC(c2ccc[nH]2)=N/C1=C\c1[nH]c(C)c(CCCn2cc(CCC[C@@H]3Cc4cc(O)ccc4C4CC[C@]5(C)[C@@H](O)CC[C@H]5C43)nn2)c1C (some centres not stated)	nt	93	67	90	92	84	nt	88
O=C(Nc1ccc(-n2cc(-c3ccncc3)c(-c3ccc(Cl)c(O)c3)n2)cc1)c1ccc(Cl)c(C(F)(F)F)c1	-43*	-30*	3.3*	nt	-66*	-1.8*	35	-79*
Cc1nc(-c2ccc(F)cc2)ccc1NC(=O)Nc1cccc(C(F)(F)F)c1	49	48	75	113	70	68	84	55
O=C(Nc1ccc(I)cc1F)c1cc(Br)ccc1O	-19*	7.2*	7.2*	-11*	-5.0*	-12*	7.0*	-10*
CCNC(=O)Nc1ccc(NC(=O)c2[nH]c(C)c(Cl)c2Cl)c(OC(C)C)c1	86	102	81	91	102	85	99	100
O=C(CI)Nc1ccc2[nH]c(=O)cc(C(=O)O)c2c1	103	105	105	82	93	92	92	92
Cc1nc2c(=O)[nH]n(C)c2nc1C	87	102	93	nt	100	105	97	107
Cc1ccc(C)c2c1SC1=NNC(N3CCCCC3)=C(C#N)C(=N)N12	93	105	91	nt	98	80	95	121
CC(C)c1cc(C(=O)O)c(O)c(C(C)C)c1.CC(C)c1cc(C(=O)O)c(O)c(C(C)C)c1.[Mn]	98	100	95	-39*	112	99	102	107
Cc1nc2ccc(OCc3cn(-c4ccc(F)c(Cl)c4)nn3)cc2c(=O)n1-c1ccccc1	95	94	94	106	109	91	97	111
O=c1[nH]cnc2nn(C3OC(CO)C(O)C3O)nc12 (configuration not stated)	103&101	103&100	106	115&88	118&100	114&99	103	109&91
CCOC(=O)N1CCN(c2nc(O)c(/C=C3/C(C(=O)OC)=Nc4ccc(F)cc43)s2)CC1	76	96	64	105	94	89	93	88
CC(C)CSc1nc(NNC(N)=O)c(C#N)c(-c2ccccc2)n1	101	108	102	86	110	109	100	97
CC(=O)Oc1csc(N(C(C)=O)c2ccc(Cl)cc2Cl)n1	87	97	93	67	96	105	87	85
CC(C)(C)C(=O)Nc1nc2c(s1)CCc1ccn(S(=O)(=O)c3ccccc3)c1-2	79	77	93	96	93	71	88	96
CN(CCO)CC(O)Cn1cnc2c(N)ncnc21 (configuration not stated)	106	101	102	103	104	110	98	101
Cc1c(O)c(N=Nc2ccc(C(=O)O)c(O)c2)c2ccccc2c1O	106	79	112	78	nt	77	66	53
CCn1c(O)c(C=Nc2ccccc2)s/c1=N/Nc1nc(-c2ccc([N+](=O)[O-])cc2)cs1	73	89	79	67	113	77	74	109
CCCCSc1nc(NCCc2c[nH]c3ccccc23)c(C#N)c(-c2ccc(F)cc2)n1	50	74	37	56	68	37	41	66
Clc1cccc(Oc2ccc(Nc3ncnc4onc(-c5ccccc5)c34)cc2)c1	75	77	48	79	90	60	101	93
C=C1C(=O)O[C@H]2[C@H]1CC/C(C=Nc1ccc(C(F)(F)F)cc1N)=C\CC[C@@]1(C)O[C@@H]21	-17*	60	-5.8*	27	48	-3.3*	31	5.3*
COc1ccc(-c2ccnc(SCc3cc4cc(OC)ccc4[nH]c3=O)n2)cc1	9.3*	20	6.7*	nt	35	4.5*	34	20
CS(=O)(CCCCN=C=S)=NC(=O)c1c(F)c(F)c(F)c(F)c1F (configuration not stated)	-3.7*	80	74	107	111	82	99	98
CC(=O)Oc1ccc(CCN2C(=O)CSC2=S)cc1	38	106	58	54	111	88	97	86
Cc1cc(C)cc(Oc2ccccc2C(=O)O)c1	97	95	91	86	92	91	99	99
CC(=O)c1ccc(Cl)c([N+](=O)[O-])c1	106	97	102	102	115	104	100	110
CCOC(=O)C1(C)C(=O)CC2c3nc4ccccc4cc3CN2C1=O (configuration not stated)	92	108	96	84	94	94	nt	104
Cn1c2ccccc2c2c3c(c4c5ccccc5[nH]c4c21)C(=O)N(OCCCCCC#N)C3=O	84	101	81	59	87	94	93	78
O=C(Nc1ccc(I)cc1F)c1cc(Cl)ccc1O	-29*	7.0*	7.9*	-16*	2.1*	-31*	7.6*	-22*
O=C(/C=C\c1cccc([N+](=O)[O-])c1)/C=C/c1cccc([N+](=O)[O-])c1	-6.6*	97	74	84	97	94	107	nt
C#CCOc1ccc(/C=N\Nc2nc(-c3ccc(Br)cc3)cs2)cc1OC	71	94	91	81	100	78	72	nt
O=C1Nc2ccccc2/C1=C\c1c(-c2ccc(F)cc2)nc2ncccn12	101	106	103	104	97	91	105	98
O=S(=O)(NC1C2CC3CC(C2)CC1C3)c1ccc2c(c1)C(=NO)c1cc(S(=O)(=O)NC3C4CC5CC(C4)CC3C5)ccc1-2 (configuration not stated)	92	101	88	89	104	93	92	96
COc1cccc(-c2c(C#N)c(-c3ccco3)nc3c2c(-c2ccccc2)nn3-c2ccccc2)c1	103	95	94	100	100	93	96	104
CCOC(=O)C(CC)(CC(C)C)C(=O)OCC	99	93	104	102	89	102	98	101
COc1ccc(C(=O)Cn2cnc3c(Nc4cc(C(=O)Nc5ccc(CCN6CCN(c7ccccc7)CC6)cc5)ccc4C)ncnc32)cc1	67	96	84	79	97	78	80	90
(cont.)
SMILES	RPMI-8226	A549/ATCC	CCRF-CEM	HOP-92	HOP-62	MOLT-4	EKVX	M14
COc1ccc(-c2nc3ncnc(Sc4nnc(-c5ccc(Cl)cc5Cl)o4)c3[nH]2)cc1	81	91	88	91	56	63	93	85
COc1ccc(C(c2ccc(N(C)C)cc2)c2ccc(N(C)C)cc2)cc1S(=O)(=O)O	116	105	103	110	98	111	97	106
C=CC(=O)Nc1cccc(-c2nc(SC)nc(NCCN3CCOCC3)c2C#N)c1	81	101	96	76	100	76	86	90
O=c1[nH]c(=O)c2ncn(C3OC(CO)C(O)C3O)c2[nH]1 (configuration not stated)	102	92	104	100	92	nt	98	98
CC(C)(C)NCc1cc(C(C)(C)C)cc(-c2ccc(Cl)cc2)c1O	71	84	104	39	82	77	84	101
O=C1OC(c2ccc3c(c2)OCO3)C=C1Nc1nc(-c2ccc(Cl)cc2)cs1 (configuration not stated)	110	72	133	81	91	nt	102	99
COC(=O)c1ccc([N+](=O)[O-])cc1	103	99	109	100	101	88	101	104
C=C[C@]1(C)C(Cl)=C[C@H]2C(=O)[C@@H]1c1cccc3c1c(cn3C)C2(C)C	81	92	92	67	101	70	88	94
CSc1cc(N)[nH]c(=O)n1	114	98	108	111	106	104	102	106
CC(C)N1C(=O)S/C(=C2/SC(=O)N(C(C)C)C2=O)C1=O	94	101	39	75	111	99	86	93
O=C1NC(C(=O)NCc2ccc(Cl)cc2Cl)C/C1=C/N1CCOCC1 (configuration not stated)	111	92	105	108	105	101	108	106
COc1ccc(NC(=O)c2ccc(Nc3ncnc4[nH]c(C)c(C)c34)cc2)cc1	111	95	112	111	108	95	102	110
Cn1c2c(c(=O)n(C)c1=O)C1(C(=O)Nc3ccccc31)c1c(n(C)c(=O)n(C)c1=O)N2	99	118	110	88	111	102	99	92
O=C(CCl)OCCOc1ccccc1	107	97	15	89	100	106	91	93
COc1ccc2oc3c(C)c4c(c(C)c3c2c1)C(=O)N(O)C4=O	101	109	105	103	97	100	97	93
CC#CCO[C@H]1Cc2cc3ccc(=O)oc3cc2OC1(C)C	98	100	102	96	96	97	100	102
C[N+]1(C)CCCC1c1ccccc1 (configuration not stated)	105	103	107	92	106	99	98	97
CC(=NCc1ccccc1)c1ccccc1O	98	86	95	96	101	110	104	103
O=[N+]([O-])c1ccc(-c2nc(-c3ccccc3)c(-c3ccccc3)n2-c2ccccc2)cc1	-20*	35	1.0*	-13*	38	-45*	35	50
CC(C)(C)OC(=O)N1C/C(=C\c2ccco2)C(=O)/C(=C/c2ccco2)C1	72	96	83	104	96	95	114	99
CN(C)C(=O)c1ccccc1-n1cnc2ccccc2c1=O	nt	99	97	117	112	102	101	101
CN(C)C(=O)c1cc(-c2ccc3ncnc(NCc4ccccc4)c3c2)cnc1N	51	73	88	81	63	97	48	109
CCC1([N+](=O)[O-])COC(/C=C/c2ccccc2)OC1 (configuration not stated)	100	93	nt	86	105	88	105	100
O=C(Nc1ccc(OCc2ccccn2)c(Cl)c1)c1cccnn1	103	101	101	107	111	113	102	105
COc1ccc(/C=C/C(=O)CC2(O)C(=O)Nc3cc(Br)ccc32)cc1 (configuration not stated)	90	92	82	92	93	85	91	86
c1ccc(COCCOc2ccccc2)cc1	103	nt	101	107	91	99	101	106
COc1ccccc1/C=C/C(=O)Nc1ccc(F)cc1	85	93	98	87	89	88	73	97
CCCCC/C(=C(\C#N)C(=O)OCC)c1ccccc1	100	105	98	nt	99	90	nt	104

Among those listed so far, 13 contain an aryl methoxy group.
SMILES	RPMI-8226	A549/ATCC	CCRF-CEM	HOP-92	HOP-62	MOLT-4	EKVX	M14
COc1ccc2c(c1)c(=O)oc1c(C)c(OCC(C)=O)ccc12	93	85	100	nt	118	93	4.1*	112
COc1cc(CNCCN2C(=O)c3ccc4c5c(ccc(c35)C2=O)C(=O)N(CCNCc2cc(OC)c(OC)c(OC)c2)C4=O)cc(OC)c1OC	-25*	-76*	-21*	nt	-78*	-4.8*	-42*	-97*
COc1cc(C2CC(=O)c3cc(OC)c(OC)c(OC)c32)cc2c1OCO2 (configuration not stated)	97	98	100	71	80	107	91	97
COc1ccc(-c2ccnc(SCc3cc4cc(OC)ccc4[nH]c3=O)n2)cc1	9.3*	20	6.7*	nt	35	4.5*	34	20
C#CCOc1ccc(/C=N\Nc2nc(-c3ccc(Br)cc3)cs2)cc1OC	71	94	91	81	100	78	72	nt
COc1cccc(-c2c(C#N)c(-c3ccco3)nc3c2c(-c2ccccc2)nn3-c2ccccc2)c1	103	95	94	100	100	93	96	104
COc1ccc(C(=O)Cn2cnc3c(Nc4cc(C(=O)Nc5ccc(CCN6CCN(c7ccccc7)CC6)cc5)ccc4C)ncnc32)cc1	67	96	84	79	97	78	80	90
COc1ccc(-c2nc3ncnc(Sc4nnc(-c5ccc(Cl)cc5Cl)o4)c3[nH]2)cc1	81	91	88	91	56	63	93	85
COc1ccc(C(c2ccc(N(C)C)cc2)c2ccc(N(C)C)cc2)cc1S(=O)(=O)O	116	105	103	110	98	111	97	106
COc1ccc(NC(=O)c2ccc(Nc3ncnc4[nH]c(C)c(C)c34)cc2)cc1	111	95	112	111	108	95	102	110
COc1ccc2oc3c(C)c4c(c(C)c3c2c1)C(=O)N(O)C4=O	101	109	105	103	97	100	97	93
COc1ccc(/C=C/C(=O)CC2(O)C(=O)Nc3cc(Br)ccc32)cc1 (configuration not stated)	90	92	82	92	93	85	91	86
COc1ccccc1/C=C/C(=O)Nc1ccc(F)cc1	85	93	98	87	89	88	73	97

Compound activity deposited in PubChem BioAssay by NCI.
